# From PubChem
# VLA-4 inh: inhibition in a human VLA-4 binding assay | AID 2557 | VLA-4 expressing cells, ligand binding flow cytometry | 330,000 compounds, 0.2% hits | inhibition, % (about 7 µM as worked out from the volumes in the protocol) | P13612; in the data active = inhibition above about 50%
# Efflux pump mplx: antifungal efflux pump inhibition, Nile Red retention; S. cerevisiae Candida pump triplex; inhibition, % at 10 µM; 330,000 compounds, 0.44% hits; AID 485275;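 active = plate passing quality check with inhibition over a set limit, or well fluorescence over plate mean plus 4 SD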;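 note: Nile Red retained in pooled yeast measured as flow cytometry median fluorescence; 0% = buffer negative control and 100% = Enniatin B positive control; higher means more Nile Red kept so more efflux inhibition; some compounds called inactive have numbers as strong as hits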
# Fam108B inh: Fam108B inhibition, counter-screen for RBBP9 inhibitors; recombinant Fam108B, FP-Rh probe fluorescence polarization; inhibition, % at 9.51 µM; 300,000 compounds, 0.33% hits; AID 1947;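 active = inhibition above the screen mean inhibition plus 3 SD, computed separately per campaign, cut at about 18% in these data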;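 note: inhibitors lower polarization as less probe binds the enzyme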
# MCL1 BIM primary: MCL1-BIM-BH3 interaction inhibition (human) | Q07820 | GST-MCL1 / FITC-Bim-BH3 fluorescence polarization | inhibition, % at 10.9 µM | 320,000 compounds, 0.68% hits | AID 2057;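 active = inhibition above the mean inhibition of all tested compounds plus 3 SD, set per campaign, cut at about 40% in these data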;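 note: 0% = DMSO wells and 100% = unlabeled Bim-BH3 peptide control; higher means more loss of mP so more displacement of Bim peptide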
# GLD-1 TGE inh: GLD-1-TGE RNA interaction inhibition (C. elegans); AID 2280; purified GLD-1 + fluorescein TGE RNA, fluorescence polarization; inhibition, % at 5.96 µM; 320,000 compounds, 0.44% hits; Q17339;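 active = percent inhibition above a per-plate cutoff, the plate mean of test compounds plus 3 SD, cut at about 30% in these data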;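 note: 0% = DMSO wells with GLD-1 and probe and 100% = wells lacking GLD-1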
# Target sequence (Q17339 whole entry, looked up): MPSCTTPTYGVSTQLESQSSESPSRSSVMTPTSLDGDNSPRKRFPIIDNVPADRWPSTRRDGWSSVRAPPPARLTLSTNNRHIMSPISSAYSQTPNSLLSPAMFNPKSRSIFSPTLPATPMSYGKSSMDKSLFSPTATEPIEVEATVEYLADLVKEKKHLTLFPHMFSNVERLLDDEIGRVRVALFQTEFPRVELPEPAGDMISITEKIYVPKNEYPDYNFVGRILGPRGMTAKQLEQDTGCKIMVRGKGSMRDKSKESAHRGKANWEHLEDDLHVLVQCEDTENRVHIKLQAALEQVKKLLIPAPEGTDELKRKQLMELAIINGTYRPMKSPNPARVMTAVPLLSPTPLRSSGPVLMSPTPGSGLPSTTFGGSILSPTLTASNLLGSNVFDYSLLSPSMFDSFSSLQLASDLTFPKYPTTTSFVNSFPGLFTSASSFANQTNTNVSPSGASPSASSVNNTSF
# MEX-5 binding: C. elegans MEX-5 TCR-2 RNA binding activity. Q9XUB2. MEX-5/FITC-TCR2 RNA binding, fluorescence polarization; active compounds read low. activity score (negative = inhibition of binding), % at 10 µM. 300,000 compounds, 0.38% hits. AID 1832;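 active = inhibition past about -25% in most replicates, and total fluorescence under double the plate's negative control median, limit read from the data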;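 note: 0% = DMSO and -100% = 5 µM competing unlabeled TCR2 RNA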
# Target sequence (Q9XUB2 whole entry, looked up): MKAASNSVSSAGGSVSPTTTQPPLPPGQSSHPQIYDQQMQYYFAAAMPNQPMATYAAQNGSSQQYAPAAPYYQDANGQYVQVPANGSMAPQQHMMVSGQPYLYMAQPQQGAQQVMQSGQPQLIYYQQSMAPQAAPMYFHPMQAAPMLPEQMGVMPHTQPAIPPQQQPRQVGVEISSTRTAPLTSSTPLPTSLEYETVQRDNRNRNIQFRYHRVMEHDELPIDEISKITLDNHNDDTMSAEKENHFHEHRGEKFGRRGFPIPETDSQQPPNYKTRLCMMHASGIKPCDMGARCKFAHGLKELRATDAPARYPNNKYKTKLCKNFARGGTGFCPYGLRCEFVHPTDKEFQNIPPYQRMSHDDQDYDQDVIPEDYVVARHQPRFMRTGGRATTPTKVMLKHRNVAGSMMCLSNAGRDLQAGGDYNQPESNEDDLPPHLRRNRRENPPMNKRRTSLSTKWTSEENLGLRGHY
# GRK2 aptamer HTS: human GRK2 inhibition via aptamer displacement. P25098. bead flow cytometry, FAM-aptamer displacement from GRK2. inhibition of aptamer binding, % at 10 µM. 330,000 compounds, 0.59% hits. AID 488847;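 active = inhibition of aptamer binding above 40%, roughly 3 SD of noise, on plates passing a quality check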;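 note: median bead fluorescence of bound FAM aptamer so fluorescent compounds give negative values; no value below 0 was filed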
# BCLXL inh: blocks human Bcl-xL binding to Bim BH3 peptide; Q07817; GST-Bcl-xL / FITC-Bim BH3 peptide fluorescence polarization; inhibition, % at 10.9 µM; 320,000 compounds, 0.7% hits; AID 2129;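 active = inhibition above the mean of all tested compounds plus 3 SD, cutoff set per campaign, cut at about 30% in these data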;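 note: 0% = DMSO wells and 100% = unlabeled Bim-BH3 peptide competitor; inhibitors lower millipolarization by displacing the labeled peptide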
# PME-1 primary: PME-1 (human) inhibition | Q9Y570 | recombinant PME-1, FP-Rh probe fluorescence polarization | inhibition, % at 5.9 µM | 320,000 compounds, 0.53% hits;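 active = inhibition above the campaign mean of all compounds plus 3 SD, cut at about 26% in these data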;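 note: competitive labeling of PME-1 active site by serine hydrolase directed probe; 0% = PME-1 with DMSO and 100% = wells lacking PME-1 enzyme; inhibitors block probe labeling so polarization falls and inhibition rises; many of its hits are not listed in these tables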
# Active calls of the source: *; . = no result given. A portion of the library, so the mix of outcomes need not match the whole.
SMILES,VLA-4 inh,Efflux pump mplx,Fam108B inh,MCL1 BIM primary,GLD-1 TGE inh,MEX-5 binding,GRK2 aptamer HTS,BCLXL inh,PME-1 primary
CCc1cc2c(=O)[nH]c(Cc3ccc(Cl)cc3)nc2s1,22,-0.1,-3,-3,3,1.9,2,-3,0
COc1ccc(NS(=O)(=O)c2ccc(OC)c(N(C)S(=O)(=O)c3ccc(Cl)cc3)c2)cc1,5,0.3,-3,2,4,0.7,6,0,1
Cn1c(N)c(C(=O)COC(=O)c2nc(Cl)ccc2Cl)c(=O)n(C)c1=O,10,-0.2,4,7,-3,1.6,1,6,2
CCCC1CCC(c2nc(-c3cccnc3)no2)CC1 (stereo not drawn),1,0.0,-1,2,4,-1.5,1,1,1
CCc1ccccc1N(CC(=O)NCc1ccc(OC)cc1)C(=O)CCC(=O)Nc1ccccn1,-5,0.1,-2,1,-1,-0.5,1,0,-1
COc1ccccc1CN=Cc1[nH]c2ccc(Br)c(Cl)c2c1O,-61,-0.1,0,-16,-6,-7.1,0,-6,-5
O=C(Nc1ccccc1)OCCN1CCN(Cc2ccccc2)CCC1=O,19,0.2,-1,-1,-14,2.7,0,-2,0
Cc1cc(NC(=O)c2cc(C3CC3)on2)no1,12,-0.1,-1,-4,-3,-1.9,3,1,-1
COC1=CCC2([N+](=O)[O-])CN(CCO)CC1([N+](=O)[O-])C2 (stereo not drawn),12,-0.2,-3,-3,2,0.6,1,-2,-5
O=C(C[C@@H]1C/C=C\C[C@@H](Cc2ccc(F)cc2)C(=O)OC[C@H]2CCCN2C1=O)NCCO,-2,0.4,.,.,3,.,1,.,.
O=C(O)/C=C/C(=O)N1CCN(c2ccccc2F)CC1,-3,-0.2,2,3,8,-2.4,3,5,-4
CC(=O)O[C@]1(C(C)=O)CC[C@H]2[C@@H]3C=C(C)C4=CC(=O)CC[C@@H]4[C@H]3CC[C@@]21C,45,0.0,-6,4,7,.,1,2,-3
CCCCOP(=O)(c1ccc(N(C)C)cc1)C(O)c1c(Cl)cccc1Cl (stereo not drawn),2,-0.2,1,3,-2,0.9,0,5,-2
O=C(Cn1c2[n+](c3ccc(C(F)(F)F)cc31)CCCCC2)Nc1ccccc1,13,-0.5,1,-25,-3,-0.7,1,-10,1
CC(C)n1c(/N=C/c2c[nH]c3ccccc23)nc2ccccc21,-26,0.0,4,4,0,0.5,3,4,3
COc1ccc(NC2=NCC(=O)N2c2ccccc2)c(OC)c1,1,-0.1,-1,-1,-3,-0.1,0,5,2
Cc1ccc(NC(=O)CSc2nncs2)cc1Cl,-8,0.1,.,7,3,.,0,-2,0
O=C(c1ccco1)N1N=C(c2cccs2)CC1c1cc([N+](=O)[O-])ccc1O (stereo not drawn),16,-0.3,1,24,-2,2.0,3,12,0
O=C(COc1ccc2ccc(=O)oc2c1)N1CCc2ccccc21,1,-0.2,-4,3,9,2.6,0,1,-9
CC(=O)c1ccc(S(=O)(=O)Nc2cccc(S(=O)(=O)NC3=NCCC3)c2)cc1,1,-0.2,-2,-5,0,-2.6,1,0,-3
Cc1cc(NC(=O)CSc2nnc(-c3ccc([N+](=O)[O-])cc3)o2)no1,2,-0.4,4,6,4,0.2,0,4,3
CC(C)CN(C(=O)COC(=O)c1cccc2ccccc12)c1c(N)n(Cc2ccccc2)c(=O)[nH]c1=O,15,-0.1,-4,-9,9,1.1,0,-5,-5
CCN(CC(=O)Nc1c(F)cccc1F)C(=O)CCNS(=O)(=O)c1ccc(C)c(C)c1,3,0.0,0,2,3,0.1,0,7,3
c1ccc2c(NC3CCCC3)nnc(NC3CCCC3)c2c1,-16,0.0,1,3,-1,1.7,0,1,-8
CCOC(=O)c1nnn(CC(=O)N2N=C(c3ccc(Cl)cc3)CC2c2ccc(OC)cc2)c1C(=O)OCC (stereo not drawn),-11,0.2,-5,8,4,1.4,0,6,-2
O=C(CCCc1nc2ccccc2s1)Nc1nccs1,26,0.1,0,-9,2,-2.1,0,-3,1
O=C1C(Cl)=C(Nc2cccc(O)c2)C(=O)N1Cc1ccccc1,-5,-0.1,2,6,7,-2.0,0,3,8
Cn1c(N)c(C(=O)COC(=O)c2ccc(F)cc2Cl)c(=O)n(C)c1=O,30,0.1,.,.,13,.,3,.,.
O=C(O)c1ccc(-c2nc(-c3ccccc3Cl)cs2)cc1,15,0.1,-2,9,-3,1.0,2,6,-4
COc1ccc(N2CCOCC2)c(NC(=O)c2ccc3c(c2)OCO3)c1,0,0.1,1,1,1,-0.9,0,6,-1
COc1ccccc1-c1cnn2c(NCCc3ccccc3)cc(C)nc12,-9,0.0,5,4,-6,0.7,1,2,10
O=C(COc1ccc(Cl)cc1)N1CCCCCCC1,18,0.0,-1,-1,0,0.8,0,3,-1
O=C(Nc1cccc(N=Cc2cc(Br)cc(Br)c2O)c1)c1ccco1,26,0.1,5,1,2,-2.5,5,9,-3
CCOC(=O)c1ccc(NC(=O)C2(c3ccc(OC)cc3)CCOCC2)cc1,-3,-0.1,-1,2,3,-2.2,2,0,2
O=C(CN1CCN(S(=O)(=O)c2ccccc2)CC1)N1CCc2ccccc21,4,0.2,.,-4,5,.,0,-8,3
CCC1(c2ccc(F)cc2)NC(=O)N(CC(=O)N2CCN(S(=O)(=O)c3ccc(C)cc3)CC2)C1=O (stereo not drawn),-46,-0.1,1,-14,-9,-1.9,5,-7,5
CS(=O)(=O)N(CC(=O)NCc1ccccc1Cl)Cc1ccccc1,-3,0.0,3,-1,2,1.2,0,2,8
CCNC(=O)NC(=O)c1csc([N+](=O)[O-])c1,-17,0.0,-2,5,6,1.5,0,3,-1
COc1ccc(CCN2CCCC(CN(C)C(=O)c3ccoc3C)C2)cc1 (stereo not drawn),6,0.1,0,1,-6,1.4,0,2,4
C=CCOc1ccc2ccccc2c1CNCCCN1CCOCC1,-23,-0.1,2,6,-4,2.6,1,6,1
CCN(c1ccccc1)S(=O)(=O)c1cccc(C(=O)N2CCN(S(=O)(=O)c3ccccc3)CC2)c1,-14,0.1,1,2,4,1.8,3,0,17
O=c1oc2cc(OCc3ccc(F)cc3F)ccc2cc1-c1ccc2ccccc2n1,-4,0.1,2,6,3,-3.4,2,9,0
CC(=O)N1N=C(c2cccc(NS(=O)(=O)c3ccc(C)cc3)c2)CC1c1ccco1 (stereo not drawn),24,0.1,0,-1,-6,-1.7,2,-3,6
CC1(C(=O)N2CCC(CC3CC(c4cccc(Br)c4)=NO3)(C(=O)NCC3CCCCC3)CC2)CC1 (stereo not drawn),6,0.0,-4,-5,1,1.3,0,-1,-1
O=C(Cn1c(NCCO)nc2ccccc21)NCCc1ccccc1,-12,0.0,-1,0,1,-0.6,2,5,-6
Nc1ccccc1C(O)(Cc1ccccc1)c1ccccc1 (stereo not drawn),20,2.6,5,3,2,-1.5,0,4,6
O=C(NCCn1ccc2ccccc21)c1cccc([N+](=O)[O-])c1,0,0.2,3,0,4,2.0,0,10,5
CCCc1cc(=O)oc2c(C)c(OCC(=O)N3CCC(C(N)=O)CC3)ccc12,-8,0.1,-1,7,-3,-0.8,1,3,-2

# Sorted by length of the SMILES (smallest number first): 10 of the compounds above
SMILES,VLA-4 inh,Efflux pump mplx,Fam108B inh,MCL1 BIM primary,GLD-1 TGE inh,MEX-5 binding,GRK2 aptamer HTS,BCLXL inh,PME-1 primary
Nc1ccccc1C(O)(Cc1ccccc1)c1ccccc1 (stereo not drawn),20,2.6,5,3,2,-1.5,0,4,6
CCNC(=O)NC(=O)c1csc([N+](=O)[O-])c1,-17,0.0,-2,5,6,1.5,0,3,-1
O=C(Cn1c(NCCO)nc2ccccc21)NCCc1ccccc1,-12,0.0,-1,0,1,-0.6,2,5,-6
CS(=O)(=O)N(CC(=O)NCc1ccccc1Cl)Cc1ccccc1,-3,0.0,3,-1,2,1.2,0,2,8
COc1ccc(CCN2CCCC(CN(C)C(=O)c3ccoc3C)C2)cc1 (stereo not drawn),6,0.1,0,1,-6,1.4,0,2,4
O=C(NCCn1ccc2ccccc21)c1cccc([N+](=O)[O-])c1,0,0.2,3,0,4,2.0,0,10,5
O=c1oc2cc(OCc3ccc(F)cc3F)ccc2cc1-c1ccc2ccccc2n1,-4,0.1,2,6,3,-3.4,2,9,0
CCCc1cc(=O)oc2c(C)c(OCC(=O)N3CCC(C(N)=O)CC3)ccc12,-8,0.1,-1,7,-3,-0.8,1,3,-2
CC1(C(=O)N2CCC(CC3CC(c4cccc(Br)c4)=NO3)(C(=O)NCC3CCCCC3)CC2)CC1 (stereo not drawn),6,0.0,-4,-5,1,1.3,0,-1,-1
CCN(c1ccccc1)S(=O)(=O)c1cccc(C(=O)N2CCN(S(=O)(=O)c3ccccc3)CC2)c1,-14,0.1,1,2,4,1.8,3,0,17

# Next section:
SMILES,VLA-4 inh,Efflux pump mplx,Fam108B inh,MCL1 BIM primary,GLD-1 TGE inh,MEX-5 binding,GRK2 aptamer HTS,BCLXL inh,PME-1 primary
CCOC(=O)CCN,36,0.0,-2,9,2,-1.9,0,-8,2
CC(=O)CSc1nc2ccc(Nc3nc(N4CCOCC4)nc(N4CCOCC4)n3)cc2s1,10,-0.1,0,8,-1,-1.0,0,3,-2
O=C(COc1ccc(C(=O)Nc2ccc(Cl)cc2)cc1)NCc1ccccc1,-32,-0.3,2,10,-3,-1.9,0,5,-10
C=C[C@@H]1c2ccccc2N(S(=O)(=O)c2ccc(C)cc2)[C@H](c2ccc(OC(C)=O)cc2)C1(C#N)C#N,0,-0.1,.,-2,-8,.,37,-3,-31
COc1cccc(Nc2nc(-c3cccnc3)cs2)c1,14,-0.3,-2,-8,-4,1.0,1,2,4
COc1cc(CNc2ccc3c(c2)CCC3)cc(OC)c1O,-10,-1.8,2,0,-5,.,1,5,1
Cc1nnc(-c2cnn(C)c2N)n1CCCN1CCOCC1,5,-0.1,-3,-7,6,-0.8,1,-1,-9
CCOc1ccc2[nH]c(=O)c(CN(Cc3ccc(F)cc3)C(=O)N3CCCC3)cc2c1,3,0.0,8,8,2,1.1,0,9,3
CCS(=O)(=O)N1CCC(C(=O)N2CCc3ccccc3C2)CC1,8,-0.1,1,3,3,1.4,1,1,-9
CC(=O)N1CCC(N(CCCOC(C)C)S(=O)(=O)c2ccc([N+](=O)[O-])cc2)CC1,11,-0.1,-4,2,5,-0.3,0,6,-1
Cn1c(=O)n(CCc2ccccc2)c(=O)c2c1nc1n2CCCN1Cc1ccccc1,2,-0.2,11,-6,7,0.3,0,-6,-2
O=C(NNc1ccccc1)/C(=C\c1cccnc1)NC(=O)c1ccccc1,4,-0.2,2,1,-6,-2.4,3,6,-3
COc1ccc(C2CC(c3ccccc3)=NN2C(=O)COC(=O)c2cccnc2)cc1 (stereo not drawn),10,0.3,-6,-1,0,1.2,0,9,-5
